# Bioassay records (PubChem)
# GLP1R cytotox: cytotoxic in the GLP-1 receptor inverse agonist counter-screen | HEK293 cAMP-luciferase reporter cells, luminescence, 24 h | Potency, µM (top dose mostly 38.3 µM), for inactives: at the highest dose activity change, negative = inhibition, usual class: inhibitors | 410,000 tested, 0.13% active;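 further: loss of luciferase light is scored as toxicity; on the % scale 0 is the no-effect control and ±100 the full control effect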
#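 Seeding density was 200 cells/uL; after overnight-length (12 h) culture, 23 nL compounds went on for 24 h at 37 °C. Readout used a luciferase detection reagent, luminescence taken after 12 min at room temperature.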
# HT1080-NT tox: kills 2HG-producing HT-1080-NT fibrosarcoma cells; HT-1080-NT fibrosarcoma viability, CellTiter-Glo ATP luminescence, 48 h; Potency, µM (series often up to 46.1 µM), for the others: at the top dose activity, negative = less viability, hits mostly cytotoxic; 360,000 tested, 1.6% active; AID 686970;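 further: NT is the 2HG producing partner of a matched IDH1 knockdown line; 0% = DMSO-treated cells and -100% = media-only wells without cells; nearly all actives have a fitted effect of over 55% in size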
#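 Viability of the 2HG-overproducing fibrosarcoma line after 48 hours of compound exposure at 37 degrees C was determined by luminescence with CellTiter-Glo, and concentration-effect curves were then fitted and categorized.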
# GLP1R inv ag: inverse agonists of human GLP-1 receptor; P43220; HEK293 GLP-1R CRE-luciferase, luminescence, 24 h; GLP-1R form is constitutively active; Potency, µM (highest dose often 38.3 µM), without a hit: at the highest dose activity change, negative = inhibition, most hits filed as inhibitors; 410,000 tested, 1.6% active; AID 624417; further: on the % scale 0 is the no-effect control and ±100 the full control effect; nearly all actives have a fitted effect of over 55% in size
# Target sequence (P43220 whole entry, looked up): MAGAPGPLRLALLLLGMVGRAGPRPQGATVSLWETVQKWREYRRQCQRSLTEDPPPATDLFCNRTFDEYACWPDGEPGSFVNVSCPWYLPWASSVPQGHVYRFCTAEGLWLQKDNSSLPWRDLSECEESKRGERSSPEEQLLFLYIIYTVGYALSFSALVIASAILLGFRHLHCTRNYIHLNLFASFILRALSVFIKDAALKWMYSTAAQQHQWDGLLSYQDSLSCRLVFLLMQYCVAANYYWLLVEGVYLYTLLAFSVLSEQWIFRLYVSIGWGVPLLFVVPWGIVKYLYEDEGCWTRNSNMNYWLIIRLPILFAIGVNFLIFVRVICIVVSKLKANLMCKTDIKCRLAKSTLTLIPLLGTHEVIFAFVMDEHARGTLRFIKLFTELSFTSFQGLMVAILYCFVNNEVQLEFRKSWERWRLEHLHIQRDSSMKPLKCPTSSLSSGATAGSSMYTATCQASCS
#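 Seeding at 200 cells/uL, 12 h culture, 24 hr compound treatment, then luciferase reagent and a luminescence read; cells are HEK293 stably expressing a constitutively active GLP-1R plus cAMP-responsive luciferase.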
# GLP-1R agonist: agonists of human GLP-1 receptor; P43220; HEK293 GLP-1R CRE-luciferase, luminescence, 4-6 h; cells express a hypersensitive GLP-1R form; Potency, µM (titrated, usually from 45.6 µM), inactives show at the highest dose activation, most hits filed as activators; 380,000 tested, 0.007% active; further: % of control where 0% means no effect
# TDP43 rescue: TDP-43 toxicity inhibition in yeast; AID 652104; 410,000 tested, 1.8% active; Potency, µM (highest dose often 46.1 µM), without a hit: at the highest dose growth rescue (activation), actives largely listed as activators; TDP-43 expressing yeast growth rescue, BacTiter-Glo, 24 h; further: % of control where 0% means no effect; nearly all actives have a fitted effect of over 50% in size
#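 Cell-based yeast growth screen: TDP-43 expression induced in galactose, inoculum OD600=0.02 after raffinose pregrowth to mid-log. Read-out BacTiter-Glo luminescence at 24 hr, 30 deg C; inhibition of toxicity seen as signal increase.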
# KB-V1 MDR tox: KB-V1 MDR subline cytotoxicity | KB-V1 MDR cells viability, CellTiter-Glo, 72 h | 400,000 tested, 3.4% active | AID 1347076 | Potency, µM (top dose mostly 46.1 µM), inactives show at the highest dose activity change, negative = cytotoxicity, usual class: cytotoxic; further: on the % scale 0 is the no-effect control and ±100 the full control effect; nearly all actives have a fitted effect of over 60% in size
#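 Cytotoxicity via CellTiter-Glo luminescence after 72 h compound exposure at 37 degrees C. Cells: drug-selected KB-V1 line, DMEM phenol-red free plus 10% FBS. Compounds tested at multiple concentrations; normalized data fitted to concentration-effect curves.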
# SW480 rereplic: DNA re-replication induction in SW480 cells. Potency, µM (top dose mostly 46.1 µM), without a hit: top-dose re-replication activation, hits mostly activators. 340,000 tested, 1.8% active. AID 624297. SW480 DNA re-replication, Hoechst DNA content imaging, 48 h; further: % of control where 0% means no effect; nearly all actives have a fitted effect of over 55% in size
#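 Image-based DNA-content assay: after two days of treatment, nuclei were labelled with the DNA dye Hoechst and imaged, and hits were compounds raising the count of nuclei showing high fluorescence intensity.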
# KB-3-1 cytotox: KB-3-1 parental cell cytotoxicity; KB-3-1 viability, CellTiter-Glo ATP luminescence, 72 h; Potency, µM (series often up to 46.1 µM), inactives show at the highest dose activity change, negative = cytotoxic, most hits filed as cytotoxic; 400,000 tested, 1.4% active; further: on the % scale 0 is the no-effect control and ±100 the full control effect; nearly all actives have a fitted effect of over 60% in size
#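 Cells are dispensed, compounds pinned in, plates held at 37 °C for 72 h, then CellTiter-Glo is added and luminescence read after 10 minutes. Cell line: parental KB-3-1 in phenol-red-free DMEM, 10% FBS.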
# HT1080 IDH1KD tx: HT-1080 IDH1 knockdown cell toxicity (counter line). Potency, µM (doses to about 46.1 µM), for inactives: top-dose activity, negative = toxicity, most hits filed as cytotoxic. AID 686971. 360,000 tested, 2% active. HT-1080 IDH1 knockdown viability, ATP luminescence, 48 h;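 further: 0% = DMSO wells and -100% = cell-free medium wells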
#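 Assay cells: HT-1080 with IDH1 knockdown, 750 per well, RPMI/5% FBS. Exposure: 48 h at 37 °C following 2 h pre-incubation. Read: CellTiter-Glo luminescence; fitted concentration-response, curve class assigned.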
# An asterisk follows results filed as active; ? = inconclusive; · = not tested or not shown; [ ] = another dose, or the depositor's remark. The call rests on the fitted dose curve; in most records, active means well fitted curve in the direction sought with a large enough effect; inconclusive means small, poorly fitted or top-dose-only effect, or another doubt; inactive means no such curve, though single readings can be large; an effect the other way counts as inactive or inconclusive. Potency means the concentration at half of the fitted maximal effect.
# Under each structure – GLP1R cytotox	HT1080-NT tox	GLP1R inv ag	GLP-1R agonist	TDP43 rescue	KB-V1 MDR tox	SW480 rereplic	KB-3-1 cytotox	HT1080 IDH1KD tx
- Cc1cccc(N=C2NC(=O)C(CO)(CO)S2)c1
  6.8%	16.9%	20.0%	-10.7%	10.1%	14.6%	-5.6%	2.9%	14.3%
- COC(=O)c1cccc(NC(=O)Nc2ccc(Cl)c(Cl)c2)c1
  -28.3%	?	?	-16.5%	-12.1%	14.6µM*	-5.9%	0.9%	?
- COc1ccc(C(O)(CCC(C)C)C(CN2CCOCC2)c2ccccc2)cc1 (stereo not given)
  ?	-21.4%	10µM*	1.4%	-3.5%	?	22.8%	?	-20.6%
- Cc1ccc(S(=O)(=O)/N=C(/Nc2cccc(C(=O)O)c2)c2ccccc2)cc1
  1.2%	3.3%	7.5%	-4.8%	-4.8%	16.3%	1.3%	3.5%	12.2%
- COc1ccc(N2CCN(C(=O)CSc3nc4[nH]ncc4c(=O)n3-c3cccc4ccccc34)CC2)cc1
  -25.6%	-23.4%	?	4.3%	17.9%	?	14.9%	0.0%	-12.5%
- COc1ccccc1OCC#CCSc1ncccn1
  8.5%	10.1%	-6.0%	?	-5.8%	-10.5%	-5.7%	-1.6%	7.3%
- Nc1nc(C2C(=O)CCCC2=O)cs1
  -22.4%	21.0%	0.9%	-10.1%	-3.0%	4.7%	1.1%	7.5%	-8.1%
- Cc1ccc(S(=O)(=O)N2CCOCC2)cc1C(=O)N1CCN(Cc2ccccc2)CC1
  8.4%	11.3%	?	-0.4%	7.6%	-2.6%	-2.8%	-19.0%	22.4%
- COc1ccccc1OCC(O)Cn1nc(C)cc1C (stereo not given)
  1.1%	-2.5%	1.9%	0.7%	0.3%	0.0%	-2.0%	27.3%	-1.4%
- Cc1c(Cl)cccc1NC(=S)NCC1COc2ccccc2O1 (stereo not given)
  ?	1.0%	?	11.7%	?	0.4%	-8.9%	-4.5%	-17.9%
- CC(C)C(=O)N1CCN(c2ccccc2NC(=S)NC(=O)/C=C/c2ccco2)CC1
  1.0%	0.2%	-2.3%	1.4%	2.6%	-1.4%	0.4%	-9.3%	1.4%
- Cc1ccc(C(=O)NN2C(=O)/C(=C/c3cn(C)c4ccccc34)SC2=S)cc1
  -6.0%	14.5%	-7.9%	2.9%	9.2%	21.2%	1.8%	27.5%	9.6%
- COc1cc2c(=O)n(CCC(=O)NCC3CCCO3)c(=O)n(CC(=O)Nc3c(C)cccc3C)c2cc1OC (stereo not given)
  9.1%	·	1.0%	·	12.9%	-11.2%	·	13.1%	·
- Cc1cc(C(=O)CC#N)c(C)n1-c1c(C)n(C)n(-c2ccccc2)c1=O
  1.2%	7.4%	4.1%	5.8%	-7.1%	5.9%	-5.1%	0.7%	7.7%
- COc1ccc(-c2cc(CNS(=O)(=O)c3ccc(NC(C)=O)cc3)on2)cc1
  -11.1%	15.8%	-13.1%	-6.2%	-9.3%	-1.4%	-1.1%	-8.0%	15.0%
- COc1ccccc1NC(=S)NC(NC(=O)CC(C)C)C(Cl)(Cl)Cl (stereo not given)
  -13.1%	3.6%	?	-0.1%	7.1%	3.5%	-33.1%[inhibitor]	8.6%	7.9%
- COc1ccc(N2CCN(C(=O)NC(=O)c3ccccc3)CC2)cc1
  8.7%	-1.9%	23.5%	4.2%	9.3%	-3.4%	-4.9%	-1.5%	-8.5%
- Cc1cc(C(=O)N/N=C/c2cc(Br)ccc2OC(=O)c2ccccc2Cl)n[nH]1
  0.3%[0.307 µM]	?	2.2%[0.307 µM]	-18.0%	7.7%	?	7.31µM*	?	20.6µM*
- Cc1ccc(-n2ncc3c2CC(C)(C)CC3NC(=O)c2ccncc2)cc1 (stereo not given)
  -6.9%	-0.7%	1.6%	0.6%	-9.9%	?	-6.2%	-5.3%	-0.9%
- Cc1ccc(NC(=O)c2ccc(CN3CCc4ccccc4C3)cc2)cc1
  -4.7%	?	?	0.4%	-1.7%	4.11µM*	-2.3%	-11.2%	?
- COc1ccc2cnn(CCOc3cc(C)ccc3C(C)C)c(=O)c2c1OC
  20.6%	-5.3%	?	0.5%	?	6.51µM*	?	-9.2%	-17.4%
- O=C(Nc1ccc2ccccc2c1)c1cc(F)c(F)cc1Cl
  -2.8%	-1.8%	-32.1%	-0.1%	21.0%	-16.8%	20.8%	-13.5%	-22.5%
- CC1(C)CCCC2=C1CC1C(=O)N(c3ccccc3)C(=O)C1C2 (stereo not given)
  0.0%	-3.7%	?	8.1%	-15.3%	-7.5%	5.8%	-10.7%	-11.4%
- Cc1ccc(OCC(=O)N(C)CC(=O)Nc2ccc(Cl)c(C(F)(F)F)c2)c([N+](=O)[O-])n1
  -26.5%	-1.7%	?	-1.4%	22.5%	12.3%	10.9%	?	-13.4%
- COc1cc2[nH]c3c(=O)n(N)c(=O)[nH]c3c2cc1OC
  12.2%	14.5%	7.5%	-0.6%	-6.7%	24.1%	0.2%	2.7%	4.8%
- O=[N+]([O-])c1cccc2ccc(/C=C/c3ccc(Cl)cc3)nc12
  7.4%	-1.2%	?	-8.3%	27.0%	?	-7.3%	-8.5%	1.0%
- COC(=O)Cc1c(C)c2ccc3c(c2oc1=O)CN(Cc1ccc(Cl)cc1)CO3
  244.9%[activator]	·	3.6%	·	-8.2%	-5.5%	·	-5.8%	·
- CCC(C)n1c(-c2cccs2)nc2nc3ccccc3nc21 (stereo not given)
  77.2%[activator]	-2.4%	-17.0%	13.0%	3.0%	-22.6%	10.9%	0.0%	-1.8%
- COc1ccc(S(=O)(=O)Nc2ccc(NC(C)=O)cc2)cc1
  -6.4%	-0.2%[9.24 µM]	7.8%	-13.6%	-18.0%	11.0%	1.8%	-15.7%	-21.0%
- CCCC[C@@H]1Cc2[nH][nH]c(=O)c2[C@@H](c2ccc(Cl)cc2)O1
  -7.1%	-19.2%	?	0.0%	0.0%	?	·	-0.5%	1.1%

# Molecules shown so far that have a nitro group on carbon (two):
# Under each structure – GLP1R cytotox	HT1080-NT tox	GLP1R inv ag	GLP-1R agonist	TDP43 rescue	KB-V1 MDR tox	SW480 rereplic	KB-3-1 cytotox	HT1080 IDH1KD tx
- Cc1ccc(OCC(=O)N(C)CC(=O)Nc2ccc(Cl)c(C(F)(F)F)c2)c([N+](=O)[O-])n1
  -26.5%	-1.7%	?	-1.4%	22.5%	12.3%	10.9%	?	-13.4%
- O=[N+]([O-])c1cccc2ccc(/C=C/c3ccc(Cl)cc3)nc12
  7.4%	-1.2%	?	-8.3%	27.0%	?	-7.3%	-8.5%	1.0%

# (next part)
# Under each structure – GLP1R cytotox	HT1080-NT tox	GLP1R inv ag	GLP-1R agonist	TDP43 rescue	KB-V1 MDR tox	SW480 rereplic	KB-3-1 cytotox	HT1080 IDH1KD tx
- Cc1cc(C)n2c(NCc3ccccc3)c(CC(C)C)nc2n1
  3.6%	-1.8%	17.8%	5.9%	0.0%	?	·	6.3%	5.9%
- O=C(NCc1cccnc1)NC1CC(=O)N(c2ccc3c(c2)OCCO3)C1 (stereo not given)
  -13.6%	3.2%	12.1%	7.3%	-1.2%	29.9%	-4.0%	5.0%	13.6%
- CC(C)N1CCCC(CNC(=O)CCc2nnc(CCCCc3ccccc3)o2)C1 (stereo not given)
  -0.5%	7.4%	-26.4%	10.5%	-8.1%[0.397 µM]	28.4%	-8.2%	-0.6%	16.6%
- CCN(CC)CCOC(=O)c1ccc(NC(=O)C(C)NC(=O)C23CC4CC(CC(C4)C2)C3)cc1 (stereo not given)
  10.2%	-1.2%	0.0%	17.1%	-14.7%	-15.1%	-3.4%	-2.4%	-3.6%
- Cc1ccc(OCc2occc2C(=O)O)cc1
  1.4%	-1.4%	5.5%	0.3%	14.1µM*	?	-20.4%	5.2%	-2.1%
- Cc1c(Cl)cccc1NS(=O)(=O)c1ccc2c(c1)C1C=CCC1C(c1ccc(C(=O)O)cc1)N2 (stereo not given)
  10.2%[7.66 µM]	-2.3%	2.7%[7.66 µM]	3.8%	-20.4%[9.22 µM]	?	-2.5%	-5.3%	-15.7%
- Cc1ccc2cc3cc(C(=O)NCCCN4CCCCCC4)oc3nc2c1
  -19.5%	8.6%	5.8%	3.3%	-6.3%	-17.6%	2.9%[9.22 µM]	-17.0%	0.1%
- Cc1ccc(C(=O)OCC(=O)NC2CCCC(C)C2C)cc1S(=O)(=O)N1CCCCC1 (stereo not given)
  2.6%	-17.6%[9.24 µM]	?	14.7%	18.4%	-0.2%	-6.8%	-5.6%	-2.7%
- O=C(CSc1ccc(-c2ccccn2)nn1)c1ccc([N+](=O)[O-])cc1
  -1.8%	-0.4%	13.1%	15.7%	9.2%	-24.1%	?	?	-3.0%
- COc1cc(/C=N/Nc2ccc(C(=O)O)cc2)cc(OC)c1OC
  -5.7%	0.1%	14.4%	-1.7%	7.6%	0.2%	3.9%	0.2%	5.9%
- Cc1cc2cc(CNC(=O)c3ccco3)ccc2n1C
  0.3%	-15.9%	3.9%	4.7%	1.3%	-1.7%	0.9%	4.7%	-1.9%
- O=C(c1ccc(F)cc1)N1CCCN(c2nc(-c3ccccc3)ns2)CC1
  5.4%	-1.2%	6.8%	12.5%	?	-15.5%	-42.8%[inhibitor]	-13.0%	-10.6%
- Nc1nc2c(c(=O)[nH]1)CN(Cc1ccccc1)CC2
  -12.6%	11.3%	7.8%	-9.7%	16.7%	0.0%	-0.7%	24.7%	12.0%
- O=C(Nc1ccc(C(=O)OCc2cc(=O)n3nc(C4CC4)sc3n2)cc1)c1cccc(F)c1
  3.2%	·	18.7%	·	-1.6%	?	·	7.8%	·
- COc1ccc(NC(=O)c2cc(-c3cc(F)ccc3OC)n[nH]2)cc1OC
  0.3%	?	?	5.7%	35.5µM*	2.1%	·	-21.0%	?
- CC1=C(/C=C/C(C)=C/C=C/C(C)=C\C(=O)O)C(C)(C)CCC1
  -3.2%	-0.2%	-28.4%	-3.5%	3.6%	-14.5%	?	-3.5%	-17.1%
